DRD3 antagonist = qHTS of D3 Dopamine Receptor Antagonist: qHTS; actives 2.5% (n = 360,000); D(3) dopamine receptor (Homo sapiens), P35462; max response, negative = inhibition, %; AID 652054, 2013; D3R cells, DiscoveRx beta-arrestin luminescence, antagonist mode; hits give low values; in the data active means max response below about -50%; inconclusive means no clear call, values can overlap the other calls; further: on the % scale 0 is the no-effect control and ±100 the full control effect; mostly tested at two doses, the higher about 12 µM
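Cells plated overnight at 1500 cells/well, then exposed to library compounds with dopamine controls for 90 minutes at 37 degrees C. DiscoveRx reagent added for 30–60 minutes at room temperature; luminescence read, quantitative HTS format.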
TDP-43 yeast inh = qHTS of TDP-43 Inhibitors; TDP-43 expressing yeast growth rescue, BacTiter-Glo, 24 h; Potency, µM (series often up to 46.1 µM), for inactives: at the top dose growth rescue (activation), usual class: activators; actives 1.8% (n = 410,000); further: potency means the concentration at half of the fitted maximal effect; % of control where 0% means no effect; nearly all actives have a fitted effect of over 50% in size
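Yeast expressing TDP-43 (pregrown in raffinose, seeded at OD600=0.02 in galactose medium) exposed to compounds 24 hr at 30 deg C. Growth read by BacTiter-Glo luminescence; rescue of toxicity appears as increased signal.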
EPAC2 antagonist = qHTS for Antagonist of cAMP-regulated guanine nucleotide exchange factor 2 (EPAC2): primary screen | Rap guanine nucleotide exchange factor 4 (Homo sapiens), Q8WZA2 | EPAC2 GEF exchange of Rap1B-BODIPY-GDP, fluorescence | Potency, µM (top dose mostly 114 µM), for the others: at the highest dose activity, negative = inhibition, most hits filed as inhibitors | actives 0.18% (n = 360,000) | AID 720708, 2013; further: potency means the concentration at half of the fitted maximal effect; on the % scale 0 is the no-effect control and ±100 the full control effect; nearly all actives have a fitted effect of over 45% in size; many of its hits are not listed in these tables
Target sequence (Q8WZA2 whole entry, looked up): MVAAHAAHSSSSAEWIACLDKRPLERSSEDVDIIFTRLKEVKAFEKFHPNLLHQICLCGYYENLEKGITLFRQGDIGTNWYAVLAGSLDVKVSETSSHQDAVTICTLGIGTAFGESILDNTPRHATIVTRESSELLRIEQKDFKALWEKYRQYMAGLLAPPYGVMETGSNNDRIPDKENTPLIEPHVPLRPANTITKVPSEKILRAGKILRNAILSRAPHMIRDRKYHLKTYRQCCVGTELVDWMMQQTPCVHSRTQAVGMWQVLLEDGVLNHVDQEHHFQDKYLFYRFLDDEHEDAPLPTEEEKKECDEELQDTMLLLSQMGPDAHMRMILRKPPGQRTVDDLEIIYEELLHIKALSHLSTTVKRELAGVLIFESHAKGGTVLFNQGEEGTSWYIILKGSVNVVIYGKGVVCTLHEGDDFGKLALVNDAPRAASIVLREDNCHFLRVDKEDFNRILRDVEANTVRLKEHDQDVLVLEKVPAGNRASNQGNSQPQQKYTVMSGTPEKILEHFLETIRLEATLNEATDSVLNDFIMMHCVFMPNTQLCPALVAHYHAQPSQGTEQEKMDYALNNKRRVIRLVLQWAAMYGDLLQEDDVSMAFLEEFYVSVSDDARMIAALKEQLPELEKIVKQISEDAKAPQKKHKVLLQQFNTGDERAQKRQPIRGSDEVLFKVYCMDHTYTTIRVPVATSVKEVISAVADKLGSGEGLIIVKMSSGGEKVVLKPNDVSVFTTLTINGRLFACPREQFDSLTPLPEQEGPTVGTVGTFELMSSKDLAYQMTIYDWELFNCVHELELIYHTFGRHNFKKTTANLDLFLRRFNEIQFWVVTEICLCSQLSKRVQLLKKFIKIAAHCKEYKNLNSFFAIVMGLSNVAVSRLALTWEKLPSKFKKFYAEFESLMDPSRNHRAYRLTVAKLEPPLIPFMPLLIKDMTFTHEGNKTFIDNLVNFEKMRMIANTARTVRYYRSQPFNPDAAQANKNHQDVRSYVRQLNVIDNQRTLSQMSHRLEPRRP
Abeta yeast res = qHTS for compounds that reverse cellular toxicity of Amyloid beta (A-beta) peptide in yeast: Primary Screen; yeast expressing A-beta42, growth rescue, OD600, 48 h; response scale: 0% DMSO, 100% iron-clioquinol control; Potency, µM (titrated, usually from 46.1 µM), inactives show at the highest dose growth rescue, actives largely listed as activators; actives 0.063% (n = 410,000); AID 1347071, 2019; further: potency means the concentration at half of the fitted maximal effect; nearly all actives have a fitted effect of over 55% in size
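Growth rescue measured by 600 nm absorbance after 48 h yeast culture at 30 C with compound. Values normalized between DMSO and an equimolar ferric chloride plus clioquinol control.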
D3 ag = qHTS of D3 Dopamine Receptor Agonist: qHTS; AID 652048, 2013; actives 0.58% (n = 410,000); D(3) dopamine receptor (Homo sapiens), P35462; max activation, %; D3R DiscoveRx beta-arrestin cells, luminescence, 90 min; in the data active means max activation above about 30%; further: 0% is about no effect; mostly tested at two doses, the higher about 12 µM
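Agonist mode: compounds and dopamine controls were applied to plated cells for 90 min at 37 degrees C after an overnight attachment at 1500 cells/well. Luminescent read-out followed 30 - 60 minutes at room temperature with DiscoveRx detection reagent.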
aSyn yeast inh = qHTS of alpha-syn Inhibitors. Yeast expressing alpha-synuclein, growth rescue, BacTiter-Glo, 24 h. Potency, µM (top dose mostly 46.1 µM), without a hit: at the highest dose growth rescue (activation), hits mostly activators. actives 0.14% (n = 370,000). AID 652106, 2013; further: potency means the concentration at half of the fitted maximal effect; % of control where 0% means no effect; nearly all actives have a fitted effect of over 65% in size
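Rescue of yeast growth: cells expressing toxic alpha-synuclein, induced in galactose at OD600 0.02, incubated with compound 24 h at 30 C. ATP luminescence quantified growth; inhibitors of toxicity appear as activators.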
EPAC2 agonist = qHTS for Agonist of cAMP-regulated guanine nucleotide exchange factor 4 (EPAC2): primary screen | AID 720711, 2013 | EPAC2 activation, biochemical qHTS; response scale: 100% = 6.5 mM cAMP response | Potency, µM (highest dose often 154 µM), for the others: at the top dose activation, hits mostly activators | Rap guanine nucleotide exchange factor 4 (Homo sapiens), Q8WZA2 | actives 0.079% (n = 360,000); further: potency means the concentration at half of the fitted maximal effect; nearly all actives have a fitted effect of over 50% in size
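Setup: EPAC2 100 nM, labeled Rap1B complex 250 nM, free GDP 50 uM. Compound titrations pinned in, brief spin, 5 min room temperature incubation. Kinetic fluorescence read over 30 min, normalized to 6.5 mM cAMP.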
FUS suppressor = qHTS for Suppressors of FUS Proteinopathy: Primary screen using FUS-linked yeast assay; S. cerevisiae FUS-expressing, growth rescue, OD600, 24 h; Potency, µM (highest dose often 76.6 µM), inactives show at the top dose growth rescue (activation), actives largely listed as activators; actives 0.24% (n = 390,000);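 further: potency means the concentration at half of the fitted maximal effect; plate controls were DMSO vehicle for no effect and reference control for full effect; nearly all actives have a fitted effect of over 55% in size; some results filed as inactive show a strong effect at the top dose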
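Steps: raffinose overnight preculture; dilution to OD 0.005 in 2% galactose minimal medium; compound addition (concentration series); 24hr at 30C, 99% humidity; absorbance read at 600 nm.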
* marks the source's active call; other numbers are inactive results; ? = inconclusive; . = no result given; [ ] = another dose, or the depositor's remark. Unless noted, the call rests on the fitted dose curve; in most records, active means well fitted curve in the direction sought with a large enough effect; inconclusive means small, poorly fitted or top-dose-only effect, or another doubt; inactive means no such curve, though single readings can be large; an effect the other way counts as inactive or inconclusive.

Each structure is followed by: DRD3 antagonist, TDP-43 yeast inh, EPAC2 antagonist, Abeta yeast res, D3 ag, aSyn yeast inh, EPAC2 agonist, FUS suppressor
Cc1ccc(S(=O)(=O)N2CCOCC2)cc1NC(=O)COC(=O)c1cnc(Cl)c(Cl)c1
 : -6, 13%, 8%, 8%, -6, -5%, 6%, 15%
CCC(C)(C)n1nnnc1C(c1cc2ccc(OC)cc2[nH]c1=O)N1CCc2ccccc2C1 (stereo not given)
 : -16, -4%, 9%, 7%, -48, -9%, 3%, ?
COc1ccc(-c2c(C)nn3c(N)c(C#N)cnc23)cc1OC
 : 15, -3%, 1%, -11%, 9, 9%, 9%, -5%
CCc1ccccc1NC(=O)c1ccc2nc(CCc3ccccc3)oc2c1
 : ., 12%, ., 3%, -9, ., ., 9%
Cc1ccccc1-n1nc(CO)c(C(=O)NCCc2ccccc2)n1
 : ., 25%, ., -1%, 10, ., ., 10%
Clc1ccc2noc(-c3ccccc3)c2c1
 : 6, -15%, 6%, 6%, 2, -3%, -1%, -16%
Cc1ccc2nc(N(CCN(C)C)C(=O)c3cc(Cl)sc3Cl)sc2c1
 : 4, -3%, 20%, 4%, -10, 8%, 6%, .
CC(C)(C)c1ccc(Oc2nc3ccccn3c(=O)c2/C=C(\C#N)c2nc3ccccc3[nH]2)cc1
 : ., ?, ., 1%, 8, ., ., 4%
Cc1ccc(NC(=O)COC(=O)CC2CCCC2)cc1F
 : 6, -11%, -17%, 10%, 12, -18%, 14%, 12%
COc1cc(OC)c(NC(=O)c2cccc(F)c2)cc1Cl
 : -15, 10%, -3%, 4%, 3, -5%, 4%, 7%
O=C(Nc1ncc(C(F)(F)F)cc1Cl)C1COc2ccccc2O1 (stereo not given)
 : 24, 4%, -4%, -21%, -13, -2%, -6%, -7%
O=S(=O)(c1ccc(F)cc1)N1CCN(CCOc2ccccc2)CC1
 : ?, -8%, -13%, 12%, -17, -16%, 10%, -1%
CCC(=O)N(Cc1cc2cc(OC)ccc2[nH]c1=O)c1ccccc1C
 : -17, -3%, 0%, -2%, 0, 1%, -1%, 8%
Cc1ccc(N2CC(c3nc4ccccc4n3CCC3CCCCC3)CC2=O)cc1 (stereo not given)
 : ., 4%, ., -9%, 3, ., ., 7%
COc1ccc(Cl)cc1N(CC(=O)N(C)C)S(=O)(=O)c1ccc(C)c([N+](=O)[O-])c1
 : 7, 17%, -20%, 3%, 1, 3%, 2%, 8%
Cc1nn(Cc2ccc(C(=O)Nc3nccs3)cc2)c(C)c1Cl
 : -5, -11%, 9%, 11%, -3, 1%, -10%, .
Nc1nc(SCc2ccc(Cl)cc2Cl)c2ncn(C3OC(CO)C(O)C3O)c2n1 (stereo not given)
 : -6, 0%, -10%, -2%, 0, 0%, 7%, 21%
O=S(=O)(NCc1cccnc1)c1ccccc1
 : 13, -4%, 11%, 2%, 1, 2%, 7%, -2%
O=c1c2c([nH]c3ccccc13)CCCCCC2
 : 9, 0%, 12%, 22%, 1, -8%, -1%, 19%
CSc1nsc(SC)c1C(=O)NC(=O)Nc1cccnc1
 : 1, 10%, 2%, -13%, 5, -3%, 1%, 4%
N#Cc1ccc(/C=N/NC(=S)Nc2ccc(S(=O)(=O)N3CCOCC3)cc2)cc1
 : ?, -6%, 2%, -20%, -18, -4%, 5%, 25%
CCOC(=O)C#CC(CCc1ccccc1)OS(N)(=O)=O (stereo not given)
 : -19, 9%, -28%, -48%[inhibitor], -5, -16%, 12%, -6%
O=C(c1ccc(Cl)cc1)C1CCN(C(=O)c2ccccc2)CC1
 : -2, ?, -1%, -2%, 4, -4%, 7%, 22%
COC(=O)C1CSC(C(=O)OC)N1C(=O)Nc1ccccc1 (stereo not given)
 : -10, -18%, -4%, -14%, 4, 1%, 8%, -1%
CCOC(=O)c1cc(-c2nnc(SCC(=O)Nc3ccc(F)cc3)o2)c(C)nc1C
 : -8, 12%, ?, 21%, 4, -13%, -1%, 14%
Cc1ccccc1CNC(=O)C(=O)NCC(c1cccs1)S(=O)(=O)c1ccc(Cl)cc1 (stereo not given)
 : ., 10%, ., 2%, 1, ., ., 26%
CCN(CC)S(=O)(=O)c1ccc(C(=O)NCC(=O)N/N=C/c2ccccc2OC)cc1
 : -27, 12%, -10%, -14%, -26, -7%, 5%, .
COc1ccccc1CNC(=O)c1ccc(-c2nc(CS(=O)c3ccccc3)c(C)o2)cc1 (stereo not given)
 : ., 9%, ., -13%, -5, ., ., 42%
CN(C)C(=O)CSc1ccccc1C(=O)OCC(=O)NC1CC1
 : -2, 14%, 2%, -7%, -10, 9%, 3%, -14%
Cc1cc(C)c(C(=O)Cn2nc(C)c([N+](=O)[O-])c2C)cc1C
 : -16, -20%, 11%, 11%, -13, -4%, 21%, 13%
CN(C)c1ccc(C2C3=C(CCCC3=O)OC3=C2C(=O)CCC3)cc1
 : -55*, 6%, -4%, -11%, 0, 0%, 6%, ?
COc1ccccc1NS(=O)(=O)c1cccc(C(=O)NNC(=O)c2ccc(NC(C)=O)cc2)c1
 : -22, -4%, 0%, -20%, -7, 4%, -1%, -12%
CSc1nc2c(c(=O)[nH]1)C(c1ccc(Cl)cc1)CC(=O)N2 (stereo not given)
 : -1, -5%, 21%, -21%, 2, 2%, 0%, 15%
NC(=O)C1CCN(C(=O)C(=O)c2cn(CC(=O)N3CCCCCC3)c3ccccc23)CC1
 : -4, -15%, -2%, 3%, -4, 8%, 5%, 18%
COc1cc(/C=C/C(=O)OCC(=O)NCC2CCCO2)ccc1OCC#N (stereo not given)
 : 17, 8%, 17%, -1%, 2, 1%, 4%, .
CCNC(=O)C(C)Oc1ccc(Cl)cc1Cl (stereo not given)
 : 7, -21%, -14%, -4%, -5, 3%, 0%, 7%
NNC(=O)CCN(Cc1ccco1)S(=O)(=O)c1ccc(Cl)cc1
 : 17, 4%, 1%, 5%, 11, 3%, 7%, -9%
OC(c1ccc(F)c(F)c1)c1ncc(-c2cccc(C(F)(F)F)c2)[nH]1 (stereo not given)
 : 0, 18%, -3%, -13%, -6, 5%, 6%, 5%
CCCc1[nH]nc2c1C(c1ccc(OCCN3CCOCC3)c(OC)c1)C(C#N)=C(N)O2 (stereo not given)
 : -64*, -4%, -3%, -4%, 3, -2%, 2%, 13%
Cc1ccc(OCC(=O)Nc2ccc(S(=O)(=O)Nc3ccccn3)cc2)c(C)c1
 : -18, -13%, 5%, -7%, -6, -8%, -6%, 8%
COc1ccccc1NC(=O)C(=O)NCC(c1ccco1)N1CCc2ccccc21 (stereo not given)
 : 8, ?, -6%, 23%, -2, 1%, 5%, 2%
CN(C)Cc1c[nH]c2nccnc12
 : 16, 26%, -14%, 10%, 5, -1%, -5%, -9%
CC(=O)c1c(C)[nH]c(C(=O)Nc2ccccc2Cl)c1C
 : -8, 8%, -7%, -24%, -10, 0%, 9%, 25%
COCCCNC(=O)c1cccc2c(=O)c(C)c(-c3ccccc3)oc12
 : 0, 14%, 0%, -29%, 6, -17%, 1%, .
COc1ccccc1N1CCN(C(c2cccs2)C(C)NC(=O)c2cccs2)CC1 (stereo not given)
 : -17, 21%, 0%, 0%, -3, 24%, 2%, .
Cc1ccc2nc(NC(=O)c3ccccc3F)sc2c1
 : 6, ?, -2%, 20%, -4, 5%, 0%, 10%
O=C(Cn1cc2c(n1)CCCC2)Nc1ccccc1Br
 : -29, 23%, -16%, ?, 2, 21%, 6%, -11%
COc1ccc(Nc2cc(C)nc3ncnn23)c(OC)c1
 : 6, 22%, 6%, -3%, 2, -1%, 9%, -18%
CN(Cc1ccccc1)S(=O)(=O)c1ccc(NC(=O)c2ccccc2C(=O)O)cc1
 : 19, 20%, -1%, 8%, -3, 0%, 0%, 11%
CCCC(=O)Nc1ccc(NC(=O)c2ccccc2Cl)nc1
 : 3, 11%, 11%, -3%, -6, -7%, 7%, 10%

(list continues)
Each structure is followed by: DRD3 antagonist, TDP-43 yeast inh, EPAC2 antagonist, Abeta yeast res, D3 ag, aSyn yeast inh, EPAC2 agonist, FUS suppressor
O=C(COc1nsnc1N1CCOCC1)N/N=C/c1ccccc1O
 : 15, 9%, -5%, 3%, 2, 12%, -7%, 11%
O=C(NCCc1ccccc1)c1cccc(Br)c1
 : -22, 21%, 7%, 3%, -3, -8%, -2%, -9%
CCOC(=O)c1[nH]c2c(c1-c1ccccc1)C(=O)CC(c1ccc(Cl)cc1)C2 (stereo not given)
 : ?, 0%, -7%, 3%, 3, 3%, 1%, -3%
C[C@@H]1CN([C@H](C)CO)C(=O)CCCn2nncc2CO[C@@H]1CN(C)C(=O)Nc1ccc(N2CCN(C)CC2)cc1
 : -9, 3%, 4%, -7%, -6, -1%, 3%, -16%
COc1ccc(C2(C)NC(=O)N(CC(=O)NC3CC3)C2=O)cc1 (stereo not given)
 : 3, -7%, -1%, -3%, 13, -1%, 4%, 6%
COc1ccc(S(=O)(=O)N/N=C(/C)c2ccc(Cl)cc2)cc1
 : ?, -5%, -14%, 11%, -8, 4%, 18%, -4%
CC(C(=O)NC1C(=O)N2C(C(=O)O)=C(CSc3nnnn3C)CSC12)n1cc(Br)cn1 (stereo not given)
 : 3, -5%, 3%, -13%, -1, 1%, -3%, -5%
O=C(COC(=O)Cn1[nH]c(=O)c2ccccc2c1=O)NNC(=O)c1ccc(Br)cc1
 : -118*, 6%, 1%, -6%, -34, -3%, 5%, -11%
O=C(c1cc(-c2ccncc2)nc2ccc(Cl)cc12)N1CCN(Cc2ccc3c(c2)OCO3)CC1
 : 21, -18%, -18%, -18%, 2, -20%, 14%, 22%
COc1ccc(NC(=O)c2sc(=S)[nH]c2N)cc1
 : ?, 14%, 0%, 18%, -2, 0%, 3%, 16%
COc1cc(NS(=O)(=O)c2ccc3[nH]c4c(c3c2)CCCC4)cc(OC)c1OC
 : ., 3%, ., -12%, -15, ., ., 33%
CCOc1ccc(/C(O)=C2/C(=O)C(=O)N(CCN(CC)CC)C2c2ccco2)cc1 (stereo not given)
 : -16, -4%, 12%, -7%, -5, -7%, 1%, 4%

Assay outcomes as filed in PubChem.

These rows are one share of the data (hit frequency here may not be typical).
